Screens deposited in PubChem BioAssay by several laboratories.
HIF-2a inh: inhibitors of HIF-2a; AID 624352; 0.72% of 360,000 active; inhibition, % at 18.8 µM; 786-0 RCC cells HIF-2a reporter, luciferase luminescence, overnight;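 active = inhibition of the luminescence signal of 40% or more relative to plate controls, in a single-dose primary screen at 18.75 µM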
Peg3 prom inh: inhibitors of Peg3 promoter; HeLa PEG-Prom luciferase reporter, luminescence, overnight; 1.7% of 360,000 active; inhibition, % at 20 µM;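 active = inhibition of at least 50% at 20 µM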
HTR2A ag: agonists of mouse serotonin 5-HT2A receptor (HTR2A); CHO-K1 mHTR2A beta-arrestin complementation, luminescence; percent of 30 µM serotonin response; activation, % at 7.6 µM; 0.66% of 360,000 active; AID 624169;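 active = activation above a run cutoff, the mean activation of all tested compounds plus 3 SD, cut at about 14% in these data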;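 note: 0% = plate median of compound wells and 100% = 30 µM serotonin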
Cardio protect: protects H9c2 cardiomyocytes from peroxide injury; 0.63% of 360,000 active; protection from H2O2 cell death, % at 20 µM; H2O2 injury protection, ATPLite, 2 h;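 active = compounds giving at least 50% protection of heart cells from peroxide-induced death in the single-dose screen, raw or plate-pattern-corrected value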;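 note: 0% = DMSO wells with peroxide and 100% = DMSO wells without peroxide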
PDI inh: PDI (human) enzyme inhibition; P07237; PDI insulin aggregation turbidity, A650, 90 min; inhibition, % at 10 µM; 0.052% of 350,000 active;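 active = mean inhibition across replicates of 30% or more, whatever share of single replicates reach that level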;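 note: absorbance from insulin aggregation driven by PDI reduction with DTT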
Target sequence (P07237 whole entry, looked up): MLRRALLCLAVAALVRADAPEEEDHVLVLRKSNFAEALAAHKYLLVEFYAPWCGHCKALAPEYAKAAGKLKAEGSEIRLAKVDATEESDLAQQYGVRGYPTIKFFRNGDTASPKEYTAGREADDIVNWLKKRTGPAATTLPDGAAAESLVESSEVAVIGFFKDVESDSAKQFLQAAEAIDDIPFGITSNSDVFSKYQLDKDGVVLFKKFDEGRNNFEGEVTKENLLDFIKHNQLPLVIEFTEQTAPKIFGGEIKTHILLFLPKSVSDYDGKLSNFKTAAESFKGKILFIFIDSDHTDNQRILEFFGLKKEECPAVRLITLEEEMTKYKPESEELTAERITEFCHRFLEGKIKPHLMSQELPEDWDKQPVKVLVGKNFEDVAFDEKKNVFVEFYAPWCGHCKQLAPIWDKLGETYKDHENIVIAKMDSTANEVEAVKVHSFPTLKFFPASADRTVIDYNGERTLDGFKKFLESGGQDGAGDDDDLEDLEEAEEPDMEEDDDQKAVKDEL
NR2E3 ag-1: activates human photoreceptor nuclear receptor NR2E3; Q9Y5X4; AID 2300; 0.12% of 320,000 active; inhibition of corepressor binding, % at 4.78 µM; GST-NR2E3/biotin-RetCOR TR-FRET, 1536-well;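 active = percent inhibition above the cutoff of mean plus 3 SD of all tested compounds, set per screening campaign, cut at about 20% in these data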;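 note: 0% = DMSO wells and 100% = biotin wells as full block of FRET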
Target sequence (Q9Y5X4 whole entry, looked up): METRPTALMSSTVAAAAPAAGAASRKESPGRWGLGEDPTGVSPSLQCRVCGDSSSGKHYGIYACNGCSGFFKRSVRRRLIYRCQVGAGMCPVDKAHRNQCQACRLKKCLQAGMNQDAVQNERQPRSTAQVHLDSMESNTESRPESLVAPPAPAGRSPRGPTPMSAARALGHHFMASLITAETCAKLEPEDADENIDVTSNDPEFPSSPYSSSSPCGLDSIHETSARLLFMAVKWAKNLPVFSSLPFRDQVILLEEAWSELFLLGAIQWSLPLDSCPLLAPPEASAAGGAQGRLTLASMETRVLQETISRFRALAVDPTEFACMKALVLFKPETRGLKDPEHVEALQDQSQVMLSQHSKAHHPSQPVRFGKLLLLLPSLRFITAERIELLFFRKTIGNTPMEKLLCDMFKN
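Test system: GST-NR2E3 and biotin-RetCOR proteins | Quantity: 1.35 nM GST-tagged NR2E3 final | Medium: Tris pH 7.5 | Also added: 7 nM biotin-RetCOR | Dosing: Compound at 4.8 µM, single dose | Timing: 5 h at 4 °C | Detection: Time-resolved FRET | Read-out basis: Percent inhibition | Benchmarks: Biotin wells as high control, 0.6% DMSO wells as low control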
Shn3 3UTR inh: Schnurri-3 reporter inhibition in Clone20 osteoblasts | 0.52% of 360,000 active | AID 588674 | inhibition, % at 12.5 µM | Clone20 osteoblast Shn3 3'UTR firefly luciferase, 24 h;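 active = mean inhibition of at least 75% with every replicate also reaching 75%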;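 note: 0% = median of neutral control wells and 100% = pilot-screen positive control compound; some compounds past the cut are filed as inactive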
NR2E3 ag-2: agonists of human NR2E3 nuclear receptor | Q9Y5X4 | CHO-S Gal4-NCOR/VP16-NR2E3 two-hybrid, luciferase | inhibition of corepressor binding, % at 3.98 µM | 0.35% of 360,000 active | AID 602229;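 active = inhibition above the mean of all tested compounds plus 3 SD, cut at about 70% in these data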;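 note: 0% = DMSO with NR2E3 transfected cells and 100% = cells lacking NR2E3 construct; higher means lower luciferase signal from less NR2E3 corepressor binding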
TRPM1 prom inh: reduces MITF-dependent TRPM1 promoter luciferase signal; 0.83% of 330,000 active; inhibition, % at 12.5 µM; SK-MEL-5 TRPM1 promoter luciferase, 24 h; AID 488899;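 active = mean inhibition across replicates of 60% or more, whatever share of single replicates reaches that level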; note: values of inactives mirror those of a sister screen read the other way
CaV13 FRET inh: Disruptors of the CACNA1D IQ motif to Ca2+-dependent inactivation inhibitor domain association, primary screening, Förster resonance energy transfer in intact living …. inhibition, % at 12.3 µM. 0.098% of 340,000 active. AID 743397. HEK cells, CFP/YFP FRET ICDI-IQ, plate reader, 10 min; percent FRET-ratio fall versus neutral wells;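 active = mean replicate inhibition of at least 30% and at least 1% of replicates passing that level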;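 note: 0% = median of the neutral control wells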
iPSC survival up: enhancers of human iPSC single-cell survival; hiPSC single-cell survival, ATPlite luminescence; 100% = ROCK inhibitor wells, 0% = DMSO; survival enhancement, % at 20 µM; 0.044% of 360,000 active; AID 602274; in the data active = survival enhancement above about 18%;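 note: cells exposed to compounds for 16 hours before the ATP read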
* hit, by the source's call; · = not tested or not shown.

SMILES | HIF-2a inh | Peg3 prom inh | HTR2A ag | Cardio protect | PDI inh | NR2E3 ag-1 | Shn3 3UTR inh | NR2E3 ag-2 | TRPM1 prom inh | CaV13 FRET inh | iPSC survival up
COc1ccc(CC(=O)N2CCN(c3ccccc3OC)CC2)cc1 | 6 | 3 | 7 | -3 | 2 | -2 | -3 | 2 | -3 | -3 | 0.7
O=C(CCNS(=O)(=O)c1ccccc1C(F)(F)F)N1CCN(S(=O)(=O)c2cccc(Cl)c2)CC1 | -1 | 7 | 6 | -2 | -16 | 0 | 8 | 4 | 7 | -6 | 1.2
Cc1cc(C(=O)CN2C(=O)NC(CC(C)C)C2=O)c(C)n1C1CC1 (stereo not drawn) | -128 | -145 | 4 | -1 | 8 | · | -41 | -45 | -30 | -5 | -0.9
CCOC(=O)c1cnc2nc(SC)nn2c1N | -27 | -25 | 2 | -2 | -2 | 0 | -20 | -37 | -8 | 5 | 0.3
O=C(CCCOc1cccc(Br)c1)NC1CCC(O)CC1 (stereo not drawn) | 22 | 13 | 6 | 3 | -1 | 1 | -10 | 4 | 1 | -3 | -0.2
COC(=O)C1=C(C)N(CCc2ccc(OC)c(OC)c2)C(=O)/C1=C\N(C)C | 10 | 11 | -4 | 4 | -4 | -1 | -4 | -45 | 1 | -3 | -1.1
CCN1CCN(C(C)CCc2ccccc2)CC1 (stereo not drawn) | 12 | 30 | 2 | -7 | 5 | 0 | -9 | -53 | -3 | -2 | -0.4
CCN(C(=O)CN1C(=O)NC2(CCCc3ccccc32)C1=O)c1ccc(F)cc1 (stereo not drawn) | 13 | 2 | -2 | 0 | 6 | 1 | -39 | 0 | 7 | -15 | -0.3
CCCCCC/C=N/Nc1nnc(Cc2ccc(OC)c(OC)c2)c(=O)[nH]1 | -6 | -9 | -1 | -4 | -7 | 2 | -28 | -11 | -3 | -20 | 0.9
O=S(=O)(c1ccc(Cl)cc1)N1CCCC1c1nc(-c2ccc(Cl)cc2)no1 (stereo not drawn) | 3 | 18 | 1 | -6 | -5 | 3 | 49 | -19 | 6 | -3 | -2.3
O=C(CCCc1nc(-c2ccccc2)no1)Nc1cccnc1 | 5 | 14 | 9 | -1 | 2 | 6 | -8 | -34 | -8 | · | -2.7
CCN(CC)S(=O)(=O)c1cc(NC(=O)CSc2nnc(-c3cccs3)o2)ccc1C | -26 | -15 | -1 | -3 | 10 | -2 | -39 | -3 | -1 | -4 | 3.8
CCCCc1ccc(N=N/C(C(=O)Nc2ccc(NC(C)=O)cc2OC)=C(/C)O)cc1 | -1 | -14 | -3 | -16 | -2 | 0 | 6 | 9 | -12 | -1 | 1.2
O=C(C[C@@H]1C/C=C/CCCC(=O)O[C@H](c2ccccc2)CNC1=O)N[C@H](CO)Cc1ccccc1 | 3 | 4 | -3 | -2 | 3 | · | 4 | 1 | -14 | -10 | -1.9
CCc1cc(=O)[nH]c(SCc2cccnc2)n1 | 1 | -6 | -1 | 0 | -5 | 4 | -10 | -9 | 7 | · | -0.3
COc1ccc(OC)c(NS(=O)(=O)c2ccc3c(c2)CCC(=O)N3)c1 | 4 | -8 | 1 | 22 | 3 | 2 | 1 | 15 | 7 | -8 | -1.8
CC(C)(C)c1ccccc1OCCCCCn1ccnc1 | 11 | 30 | -4 | -13 | 2 | 2 | 17 | -1 | 3 | -3 | -0.2
COc1ccc(-n2c(Cc3cccn3C)nnc2SCC(=O)N2CCC(C)CC2)cc1 | 2 | -3 | 0 | -2 | · | 5 | 1 | -16 | 4 | 0 | 1.4
CCc1ccc(-c2cc(C(F)(F)F)n3nc(C(=O)Nc4cnn(Cc5ccccc5C)c4)cc3n2)s1 | 12 | 17 | 8 | 3 | -4 | 0 | 8 | -11 | 17 | -10 | -0.2
CC(=O)Nc1ccc(NC(=O)c2c(-c3ccccc3)noc2C)cn1 | 15 | 7 | 7 | 5 | -9 | 1 | 3 | 26 | 3 | -3 | -0.4
COc1ccc(OCCNC(=O)c2ccccc2OCC(=O)Nc2ccc(NC(C)=O)cc2)cc1 | -59 | -34 | -1 | -7 | -16 | 0 | 18 | -11 | -19 | -5 | -1.9
CCCn1c(CN2CCN(C(C)=O)CC2)nc2cc(S(=O)(=O)N(C)C)ccc21 | 12 | 15 | 8 | 0 | -3 | -2 | 8 | 0 | -4 | -7 | 1.2
O=C1CCSc2c1ccc1ccccc21 | -37 | -50 | 4 | -1 | 12 | · | 2 | -11 | -7 | -9 | 10
O=C(NNC(=O)c1sccc1-n1cccc1)Nc1ccccc1 | 15 | 5 | -2 | 4 | 0 | 2 | -4 | 1 | 13 | -5 | -2.1
O=C(/C=C/c1ccccc1)NCC(=O)N/N=C/c1ccco1 | 11 | -4 | 0 | -4 | -7 | -1 | -2 | 5 | 9 | · | -0.3

An excerpt from above in order of molecular weight, smallest number first:
SMILES | HIF-2a inh | Peg3 prom inh | HTR2A ag | Cardio protect | PDI inh | NR2E3 ag-1 | Shn3 3UTR inh | NR2E3 ag-2 | TRPM1 prom inh | CaV13 FRET inh | iPSC survival up
CCN1CCN(C(C)CCc2ccccc2)CC1 (stereo not drawn) | 12 | 30 | 2 | -7 | 5 | 0 | -9 | -53 | -3 | -2 | -0.4
CCOC(=O)c1cnc2nc(SC)nn2c1N | -27 | -25 | 2 | -2 | -2 | 0 | -20 | -37 | -8 | 5 | 0.3
CC(C)(C)c1ccccc1OCCCCCn1ccnc1 | 11 | 30 | -4 | -13 | 2 | 2 | 17 | -1 | 3 | -3 | -0.2
O=C(/C=C/c1ccccc1)NCC(=O)N/N=C/c1ccco1 | 11 | -4 | 0 | -4 | -7 | -1 | -2 | 5 | 9 | · | -0.3
O=C(NNC(=O)c1sccc1-n1cccc1)Nc1ccccc1 | 15 | 5 | -2 | 4 | 0 | 2 | -4 | 1 | 13 | -5 | -2.1
CC(=O)Nc1ccc(NC(=O)c2c(-c3ccccc3)noc2C)cn1 | 15 | 7 | 7 | 5 | -9 | 1 | 3 | 26 | 3 | -3 | -0.4
O=C(CCCOc1cccc(Br)c1)NC1CCC(O)CC1 (stereo not drawn) | 22 | 13 | 6 | 3 | -1 | 1 | -10 | 4 | 1 | -3 | -0.2
CCCCc1ccc(N=N/C(C(=O)Nc2ccc(NC(C)=O)cc2OC)=C(/C)O)cc1 | -1 | -14 | -3 | -16 | -2 | 0 | 6 | 9 | -12 | -1 | 1.2
O=C(C[C@@H]1C/C=C/CCCC(=O)O[C@H](c2ccccc2)CNC1=O)N[C@H](CO)Cc1ccccc1 | 3 | 4 | -3 | -2 | 3 | · | 4 | 1 | -14 | -10 | -1.9
CCc1ccc(-c2cc(C(F)(F)F)n3nc(C(=O)Nc4cnn(Cc5ccccc5C)c4)cc3n2)s1 | 12 | 17 | 8 | 3 | -4 | 0 | 8 | -11 | 17 | -10 | -0.2

Carrying on.
SMILES | HIF-2a inh | Peg3 prom inh | HTR2A ag | Cardio protect | PDI inh | NR2E3 ag-1 | Shn3 3UTR inh | NR2E3 ag-2 | TRPM1 prom inh | CaV13 FRET inh | iPSC survival up
CC1(C)Cc2c(cnn2-c2cccc(F)c2)C(NC(=O)CN2CCCC2=O)C1 (stereo not drawn) | -44 | -47 | 5 | -5 | 0 | 0 | -44 | -23 | -18 | -2 | -0.1
CN(CC(=O)Nc1c(Cl)cccc1Cl)C(=O)Cc1ccc2c(c1)CCC2 | 9 | 14 | -6 | -3 | 6 | -7 | -10 | 19 | 7 | -6 | 0.1
CC1CCN(S(=O)(=O)c2ccc3c(c2)N(CC(=O)NCCCOC(C)C)C(=O)CO3)CC1 | 10 | 5 | 2 | 2 | -4 | 6 | 0 | 3 | -14 | -6 | 0.9
CCC(=C(c1ccc(OC)cc1)c1ccc(OC)cc1)c1cn(CC(O)CN2CCN(C)CC2)c2ccccc12 (stereo not drawn) | 12 | 105* | -4 | -5 | 11 | 1 | 18 | -32 | 86* | -6 | -2.2
Cc1noc(C)c1CSc1cc(C)c2ccccc2n1 | -1 | 21 | -5 | -9 | -19 | 5 | -3 | -38 | 4 | -3 | 2.5
O=C(O)CCCCn1c(SCC(=O)Nc2ccccc2C(F)(F)F)nc2ccsc2c1=O | 20 | 4 | 1 | 7 | 14 | 2 | 14 | 1 | 0 | -5 | 2.8
COc1ccc(CCNC(=O)Nc2ccc3c(c2)c(=O)n(C)n3Cc2ccc(Cl)cc2)cc1OC | -1 | 12 | -4 | -3 | 1 | · | -3 | 2 | · | -6 | -0.3
CCOC(=O)c1nnn(-c2nonc2N)c1-c1ccccc1 | 14 | 21 | 2 | 1 | 0 | -1 | -21 | 5 | 0 | -4 | 1.1
CCNC(=O)/C(=C\c1ccccc1)NC(=O)/C=C/c1ccccc1 | 4 | -4 | -1 | 18 | -3 | -2 | -23 | -27 | -13 | -6 | 0.0
CN(C)CCNc1oc(COc2ccc(Cl)cc2Cl)nc1C#N | -4 | -7 | -1 | 2 | 0 | -1 | 0 | 4 | -2 | -12 | -1.9
COc1ccc(C2C(C(=O)c3ccco3)=C(O)C(=O)N2CC2CCCO2)cc1 (stereo not drawn) | -1 | 11 | 7 | 0 | 0 | -1 | -9 | -4 | 7 | -4 | 0.4
C=CCn1c(=O)c(C(=O)NCCc2ccccc2)c(O)c2ccccc21 | -39 | -2 | 0 | -4 | 3 | 0 | -10 | -2 | -9 | -5 | -0.6
CCOC(=O)C1=C(N)OC2=C(C(=O)CCC2)C1c1cccnc1 (stereo not drawn) | 7 | 10 | 0 | -1 | 13 | -2 | -14 | 3 | -1 | -5 | 2.7
CC(=O)Nc1ccc(Oc2cc(C#N)c(C#N)cc2N2CCOCC2)cc1 | 19 | -5 | -4 | 2 | 10 | 3 | -4 | -12 | 6 | -5 | -0.3
CCCN(c1ccc(C(C)C)cc1)S(=O)(=O)c1c(C)noc1C | 18 | 34 | 1 | -14 | 3 | 4 | 14 | -14 | 0 | -4 | 8.2
CCc1ccc(NC(=O)COc2ccc(/C=C(/C#N)c3nc4ccccc4[nH]3)cc2OC)cc1 | -1 | 57* | 2 | 16 | -11 | 4 | -14 | -11 | -1 | -26 | -2.9
Cc1cccc(NS(=O)(=O)c2ccc3c(c2)Cc2cc(S(=O)(=O)Nc4cccc(C)c4C)ccc2-3)c1C | 26 | 24 | -3 | -5 | 0 | -2 | 35 | -6 | 15 | -5 | -3.2
Cc1[nH]c(=O)c(C#N)c(C)c1CCC(=O)Nc1cc(S(C)(=O)=O)ccc1Cl | 0 | -11 | 9 | -5 | -2 | 1 | -5 | 8 | -5 | -3 | -0.5
